ROS inducer = raises reactive oxygen species in U2OS cancer cells; AID 624156; actives 2% (n = 46,000); ROS induction (% of piperlongumine), % at 10 µM; U2OS ROS induction, H2DCF-DA fluorescence; in the data active = ROS induction above about 79%, passing the limit was not always enough; inconclusive = no clear call, values can overlap the other calls;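 note: 0% = DMSO vehicle median and 100% = reference compound median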
Numbers without * were called inactive; u = inconclusive.

SMILES	ROS inducer
CNC[C@@H]1Oc2ccc(NC(=O)NC(C)C)cc2C(=O)N([C@H](C)CO)C[C@H]1C	-5.4
C[C@@H]1CN([C@@H](C)CO)C(=O)c2cc(NC(=O)Cn3cnnn3)ccc2O[C@H]1CN(C)S(=O)(=O)c1ccccc1	-5.5
C[C@H](CO)N1C[C@H](C)[C@H](CN(C)S(C)(=O)=O)Oc2ccc(NC(=O)Nc3cccc4ccccc34)cc2C1=O	-4.8
CNC[C@@H]1Oc2ccc(NC(=O)CCN3CCOCC3)cc2C(=O)N([C@H](C)CO)C[C@H]1C	-5.1
COc1ccc(S(=O)(=O)Nc2ccc3c(c2)C(=O)N([C@H](C)CO)C[C@H](C)[C@@H](CN(C)Cc2ccc(Cl)c(Cl)c2)O3)cc1	23.4
Cc1cc(C)c2nc(NC(=O)c3ccc(C#N)cc3)sc2c1	2.9
C[C@@H]1CN([C@H](C)CO)C(=O)c2cc(NC(=O)NC3CCCCC3)ccc2O[C@H]1CN(C)S(=O)(=O)c1ccc(Cl)cc1	-3.0
O=C1CC(c2ccc(F)cc2)CC(O)=C1C=NCCN1CCNCC1 (configuration not stated)	-19.6
COc1ccc(S(=O)(=O)N(C)C[C@@H]2Oc3ccc(NC(=O)NC4CCCCC4)cc3C(=O)N([C@@H](C)CO)C[C@H]2C)cc1	0.5
C[C@H](CO)N1C[C@H](C)[C@H](CN(C)S(C)(=O)=O)Oc2c(NS(=O)(=O)c3ccccc3)cccc2C1=O	-3.4
Cc1noc(C)c1NC(=O)N(C)C[C@H]1Oc2ccc(NC(=O)NC(C)C)cc2C(=O)N([C@@H](C)CO)C[C@H]1C	-1.1
COC(=O)c1ccccc1NC(=O)CN(c1ccc(Br)c(C)c1)S(C)(=O)=O	-2.7
O=C(/C=C/c1ccccc1)Nc1cc2c(ccc3ccccc32)oc1=O	17.5
Cc1ccc(S(=O)(=O)Nc2ccc3c(c2)C(=O)N([C@H](C)CO)C[C@@H](C)[C@@H](CN(C)C(=O)NC2CCCCC2)O3)cc1	9.4
C[C@@H]1CN([C@@H](C)CO)C(=O)c2cc(NS(=O)(=O)c3cccs3)ccc2O[C@@H]1CN(C)C	-3.0
O=C(Oc1ccc(N(Cc2ccco2)C2=NS(=O)(=O)c3ccccc32)cc1)c1ccco1	14.9
C[C@H](CO)N1C[C@H](C)[C@H](CN(C)C(=O)Nc2ccc(C(F)(F)F)cc2)Oc2c(cccc2N(C)C)C1=O	2.6
C[C@@H]1CN([C@@H](C)CO)C(=O)Cc2cc(NC(=O)Nc3ccc4c(c3)OCO4)ccc2O[C@@H]1CN(C)C	99.3*
Cc1noc(C)c1NC(=O)N(C)C[C@H]1Oc2ccc(NS(=O)(=O)c3c(C)noc3C)cc2CC(=O)N([C@H](C)CO)C[C@H]1C	16.3
CC1CCC(NC(=O)Cn2ncn3c(cc4sccc43)c2=O)CC1 (configuration not stated)	-14.3
COc1ccc(S(=O)(=O)N(C)C[C@@H]2Oc3ccc(NC(=O)Nc4ccc5c(c4)OCO5)cc3C(=O)N([C@@H](C)CO)C[C@@H]2C)cc1	-9.2
CC1CCN(C(=O)CN2N=C(c3ccccc3)CCC2=O)CC1	1.5
C[C@H]1CN([C@@H](C)CO)C(=O)c2cccc(NS(=O)(=O)c3cccs3)c2O[C@@H]1CN(C)Cc1ccc(Cl)c(Cl)c1	11.7
C[C@@H]1CN([C@H](C)CO)C(=O)c2cc(NC(=O)C3CC3)ccc2O[C@H]1CN(C)S(=O)(=O)c1cn(C)cn1	-3.4
Cc1ccc(-n2c(N)cc(=O)nc2SCC(=O)Nc2cccc(C(F)(F)F)c2)cc1	-0.7
C[C@@H]1CN([C@H](C)CO)C(=O)c2cccc(NS(=O)(=O)c3ccc(Cl)cc3)c2O[C@@H]1CN(C)C(=O)Nc1ccccc1	-5.8
Cc1noc(C)c1NC(=O)N(C)C[C@H]1Oc2ccc(NC(=O)Cn3cnnn3)cc2C(=O)N([C@@H](C)CO)C[C@@H]1C	-5.3
COc1cc(C#N)c2ccc3ccccc3c2c1	13.6
C[C@@H]1CN([C@@H](C)CO)C(=O)c2cccc(N(C)C)c2O[C@@H]1CN(C)Cc1ccccc1	-9.7
C[C@H]1CN([C@@H](C)CO)C(=O)c2cccc(NS(=O)(=O)c3ccc(F)cc3)c2O[C@H]1CN(C)Cc1ccc(C(=O)Nc2ccccc2N)cc1	44.8
COc1ccc(S(=O)(=O)Nc2ccc3c(c2)C(=O)N([C@H](C)CO)C[C@H](C)[C@@H](CN(C)C(=O)Nc2ccc(C(F)(F)F)cc2)OCCCC[C@@H](C)O3)cc1	47.4
COc1ccc2c(c1)O[C@H]1c3ccc(O)cc3OC[C@@H]21	-5.0
C[C@H](CO)N1C[C@H](C)[C@@H](CN(C)C(=O)Nc2ccc(F)cc2)Oc2ccc(NC(=O)Nc3ccccc3)cc2C1=O	-3.3
CC(C)NC(=O)Nc1cccc2c1O[C@H](CN(C)C(=O)NC(C)C)[C@H](C)CN([C@H](C)CO)C2=O	-2.4
C[C@@H]1CCCCO[C@@H](CN(C)S(=O)(=O)c2cccs2)[C@@H](C)CN([C@H](C)CO)C(=O)c2cc(NC(=O)NC3CCCCC3)ccc2O1	32.4
C[C@H](CO)N1C[C@H](C)[C@H](CN(C)C(=O)Nc2ccc(F)cc2)Oc2c(NC(=O)C3CCOCC3)cccc2C1=O	-13.5
O=C(c1ccco1)N1CCN(C(=O)c2cc(-c3ccc(F)cc3)no2)CC1	-0.3
COc1ccc(/C=N/NC(=O)CCCCCCC(=O)Nc2ccccc2O)cc1	u
C[C@@H]1CN([C@@H](C)CO)C(=O)c2cc(NS(=O)(=O)c3ccc(F)cc3)ccc2O[C@H]1CN(C)Cc1ccncc1	5.6
COc1cc(C2OCC3C(c4ccc5c(c4)OCO5)OC(=O)C23)ccc1O (configuration not stated)	6.4
COc1ccc(S(=O)(=O)Nc2ccc3c(c2)C(=O)N([C@H](C)CO)C[C@H](C)[C@@H](CN(C)Cc2ccc(C(F)(F)F)cc2)O3)cc1	21.9
CC(C)(C)C(=O)Cn1nnc(-c2cccc(C(F)(F)F)c2)n1	-2.9
C=C1C2CCC3[C@]4(C)CCC[C@@](C)(C(=O)O)C4CC[C@]3(C2)[C@H]1OC(C)=O (some centres not stated)	8.3
CS(=O)(=O)N1CCC(Cc2ccccc2)CC1	-1.4
CS(=O)(=O)N1CCC(C(=O)NCCN2CCCCCC2)CC1	-15.4
CNC[C@@H]1Oc2ccc(NS(=O)(=O)c3ccc(F)cc3)cc2C(=O)N([C@@H](C)CO)C[C@@H]1C	-1.9
CSc1nnc(-c2ccc(Cl)cc2Cl)n1Cc1ccco1	5.7
Cc1nn(-c2ccccc2)c2c1C(C(F)(F)F)(C(F)(F)F)N=C(N(C)C)O2	20.4
Cc1ccc(NC(=O)CC2C(=O)NCCN2C(=S)Nc2ccccc2)c(C)c1 (configuration not stated)	-17.7
C=C1C(=O)O[C@@H]2[C@H]3C(=C)[C@@H](O[C@@H]4O[C@H](CO)[C@@H](O)[C@H](O)[C@H]4O)C[C@H]3C(=C)C[C@@H](O)[C@@H]12	-1.1
N#Cc1c(C(F)(F)F)cc(-c2cccs2)nc1SCC(O)COc1ccc(Cl)cc1 (configuration not stated)	53.8
C[C@H](CO)N1C[C@H](C)[C@H](CN(C)S(=O)(=O)c2cn(C)cn2)Oc2ccc(NC(=O)NC3CCCCC3)cc2C1=O	-16.0
Cc1cc2c(cc1S(N)(=O)=O)S(=O)(=O)CCC2	-8.9
COC(=O)CCC(=O)Nc1nccs1	1.4
C[C@H]1CN([C@@H](C)CO)C(=O)c2cccc(NC(=O)c3ccc(-c4nccs4)cc3)c2O[C@@H]1CN(C)S(=O)(=O)c1ccc(Cl)cc1	10.3
CC(Oc1cccc(Cl)c1)C(=O)Nc1ccccc1C(=O)O (configuration not stated)	5.2
Cc1ccc(C)c(NC(=O)C2CCCN(C(=O)c3cnn(-c4ccccc4)c3-n3cccc3)C2)c1 (configuration not stated)	16.6
C[C@H]1CN([C@@H](C)CO)C(=O)Cc2cc(NC(=O)Cn3cnnn3)ccc2O[C@H]1CN(C)C(=O)Nc1ccc(C(F)(F)F)cc1	13.4
CC(C)NC(=O)N(C)C[C@H]1Oc2ccc(NC(=O)C3CC3)cc2C(=O)N([C@@H](C)CO)C[C@@H]1C	-14.1
CN(C)C(=O)N1CCC(C(=O)NCCC2=CCCCC2)CC1	-15.6

Given in markdown: 4 of the compounds above
| Compound | ROS inducer |
| --- | --- |
| C[C@H](CO)N1C[C@H](C)[C@H](CN(C)S(=O)(=O)c2cn(C)cn2)Oc2ccc(NC(=O)NC3CCCCC3)cc2C1=O | -16.0 |
| Cc1cc2c(cc1S(N)(=O)=O)S(=O)(=O)CCC2 | -8.9 |
| COC(=O)CCC(=O)Nc1nccs1 | 1.4 |
| C[C@H]1CN([C@@H](C)CO)C(=O)c2cccc(NC(=O)c3ccc(-c4nccs4)cc3)c2O[C@@H]1CN(C)S(=O)(=O)c1ccc(Cl)cc1 | 10.3 |

As entered above:
For ROS inducer, C=C1C(=O)O[C@@H]2[C@H]3C(=C)[C@@H](O[C@@H]4O[C@H](CO)[C@@H](O)[C@H](O)[C@H]4O)C[C@H]3C(=C)C[C@@H](O)[C@@H]12 reads -1.1
For ROS inducer, C[C@H]1CN([C@@H](C)CO)C(=O)Cc2cc(NC(=O)Cn3cnnn3)ccc2O[C@H]1CN(C)C(=O)Nc1ccc(C(F)(F)F)cc1 reads 13.4
For ROS inducer, Cc1ccc(NC(=O)CC2C(=O)NCCN2C(=S)Nc2ccccc2)c(C)c1 (configuration not stated) reads -17.7
For ROS inducer, C[C@H](CO)N1C[C@H](C)[C@H](CN(C)S(=O)(=O)c2cn(C)cn2)Oc2ccc(NC(=O)NC3CCCCC3)cc2C1=O reads -16.0

Next results:
SMILES	ROS inducer
NC1CCN(c2cccc(Cl)n2)CC1	-0.5
C[C@@H]1CN([C@@H](C)CO)C(=O)c2cc(NC(=O)Nc3ccc4c(c3)OCO4)ccc2O[C@@H]1CN(C)Cc1ccc(C(=O)O)cc1	7.4
Cc1ccc(N(CC(=O)Nc2ccc(F)c(Cl)c2)S(C)(=O)=O)cc1	-6.5
C[C@@H]1CN([C@@H](C)CO)C(=O)c2cc(N(C)C)ccc2O[C@@H]1CN(C)C(=O)Nc1ccc(F)cc1	5.9
Cc1noc(C)c1NC(=O)Nc1ccc2c(c1)CC(=O)N([C@@H](C)CO)C[C@H](C)[C@H](CN(C)Cc1ccc3c(c1)OCO3)O2	124.4*
C[C@@H]1CN([C@H](C)CO)C(=O)c2cccc(NC(=O)Nc3ccccc3)c2O[C@@H]1CN(C)Cc1ccc(C(F)(F)F)cc1	-11.7
COC(=O)c1ccccc1NC(=O)CN(c1cccc2ccccc12)S(C)(=O)=O	-0.5
Cc1ccc(S(=O)(=O)N(C)C[C@H]2OCc3cn(nn3)CCCC(=O)N([C@@H](C)CO)C[C@H]2C)cc1	-25.3
C[C@H]1CN([C@@H](C)CO)C(=O)Cc2cc(NC(=O)Nc3ccc(F)cc3)ccc2O[C@@H]1CN(C)C	11.2
O=C(CCCCCCC(=O)Nc1ccccc1O)N/N=C/c1cc(F)ccc1O	-3.5
COc1ccc(S(=O)(=O)Nc2ccc3c(c2)CC(=O)N([C@@H](C)CO)C[C@H](C)[C@H](CN(C)S(=O)(=O)c2cccs2)O3)cc1	0.3
C[C@@H]1CN([C@@H](C)CO)C(=O)c2cccc(N(C)C)c2O[C@@H]1CN(C)S(=O)(=O)c1cn(C)cn1	-8.8
CC(C)NC(=O)Nc1ccc2c(c1)CC(=O)N([C@H](C)CO)C[C@@H](C)[C@H](CN(C)C)O2	-12.5
COc1ccc(NC(=O)Nc2ccc3c(c2)C(=O)N([C@@H](C)CO)C[C@H](C)[C@@H](CN(C)Cc2ccc(Cl)c(Cl)c2)O3)cc1	-2.7
CC(C)NC(=O)N(C)C[C@H]1Oc2c(NC(=O)Nc3ccc(F)cc3)cccc2C(=O)N([C@H](C)CO)C[C@@H]1C	-1.5
CS(=O)(=O)N(CC(=O)Nc1ccc(F)cc1F)c1cc(Cl)c(Cl)cc1Cl	-1.4
C[C@@H]1CN([C@@H](C)CO)C(=O)Cc2cc(NC(=O)CCN3CCOCC3)ccc2O[C@@H]1CN(C)Cc1ccncc1	4.8
O=S(=O)(CCSc1nccc(-c2ccc(Cl)cc2)n1)c1ccc(Cl)cc1	15.3
Cc1ccc2nc(-c3ccc(Cl)c(NC(=O)COc4ccc(Br)cc4)c3)oc2c1	-7.3
CC1(C)CC(=O)C(C(=S)Nc2ccccc2)=C(NCc2ccccc2)C1	32.4
C[C@@H]1CCCCO[C@@H](CN(C)C(=O)c2ccncc2)[C@@H](C)CN([C@H](C)CO)C(=O)c2cc(NC(=O)CCCCCC(=O)Nc3ccccc3N)ccc2O1	-10.9
COc1ccccc1CC(=O)Nc1cc([N+](=O)[O-])ccc1OC	-8.2
Cc1noc(C)c1NC(=O)Nc1ccc2c(c1)CC(=O)N([C@H](C)CO)C[C@H](C)[C@H](CN(C)Cc1ccncc1)O2	-4.8
COc1ccc(NC(=O)CSc2[nH]c(=O)cc(C)c2C#N)cc1OC	3.3
C[C@@H]1CN([C@@H](C)CO)C(=O)c2cccc(NS(=O)(=O)c3ccc(Cl)cc3)c2O[C@H]1CN(C)Cc1ccc(Cl)c(Cl)c1	-6.1
CC(C)(C)c1cc(-c2nnc(-c3cccs3)o2)n(Cc2ccc(F)cc2)n1	43.1
Cc1occc(=O)c1CC=O	-2.7
CNC[C@@H]1Oc2ccc(NC(=O)Nc3cccc4ccccc34)cc2C(=O)N([C@@H](C)CO)C[C@@H]1C	-8.8
C[C@@H]1CCCCO[C@H](CN(C)CC2CCCCC2)[C@@H](C)CN([C@H](C)CO)C(=O)c2cc(NC(=O)Nc3ccccc3)ccc2O1	15.3
CCCc1cc(-n2cnc3ccccc32)n2c(nc3ccccc32)c1C#N	36.6
S=C1SCN(CCN2CCOCC2)CN1Cc1ccccc1	11.8
CCOC(=O)C1CCN(C(=O)c2n[nH]c(=O)c3ccccc23)CC1	-10.8
CCc1cc(C(N)=S)ccn1	-5.5
CC(C)CC1NC(=O)C2CCCN2C1=O (configuration not stated)	-12.3
COC(=O)c1cc2oc(C)cc2n1CC(=O)c1ccccc1	7.9
CC(C)NC(=O)N(C)C[C@H]1Oc2ccc(NC(=O)CCC(F)(F)F)cc2C(=O)N([C@H](C)CO)C[C@@H]1C	14.7

Bioassay records: PubChem BioAssay, Broad Institute

An excerpt; the hit share may differ from the screen's.
